Compound activity deposited in PubChem BioAssay by National Center for Advancing Translational Sciences (NCATS).
ERK EGF block = inhibitors of EGF-stimulated ERK signaling pathway. HEK293-V1b, EGF-stimulated phospho-ERK AlphaScreen. Potency, µM (series often up to 11.5 µM), without a hit: at the highest dose activity change, negative = inhibition, actives largely listed as inhibitors. actives 0.41% (n = 130,000). AID 1454; active = well fitted inhibition curve with a large enough effect; inconclusive = small, poorly fitted or top-dose-only effect, or effect the other way;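 note: plate controls were stimulated vehicle wells for no effect and unstimulated vehicle basal for full effect; nearly all actives have a fitted effect of over 55% in size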
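Compounds are titrated over HEK293-V1b cells kept overnight in 1% FBS. After 30 min at 37C, EGF (25 nM final) triggers ERK phosphorylation for 5 min, measured by AlphaScreen in lysates.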
Numbers without * were called inactive; ? = inconclusive; & = joins results of further samples; [ ] = another dose, or the depositor's remark. Potency is the fitted concentration of half-maximal effect.

SMILES	ERK EGF block
Cc1onc(-c2c(F)cccc2Cl)c1C(=O)OCC(=O)c1c(N)n(C)c(=O)n(C)c1=O	-6.7%
Cc1nc2ccccc2n1/C(=N/S(=O)(=O)c1ccc(Br)cc1)c1ccccc1	-2.4%
Cc1cccc(N2CCN(C(=O)c3ccc(CNc4c(N5CCC(C)CC5)c(=O)c4=O)cc3)CC2C)c1 (centres undefined)	-1.9%
O=C(N/N=C/c1ccc(OCCCF)cc1)c1ccc(C(F)(F)F)cc1	-2.7%
O=C(NNS(=O)(=O)c1ccccc1)c1cnn(-c2ccc(Cl)cc2)c1C(F)(F)F	-2.2%[57.5 µM]
CCC1=C2CC[C@H]3C(=O)N(c4ccccc4)C(=O)[C@H]3[C@H]2[C@@]2(Cc3ccccc3)C(=NCCOC)OC(=O)N2C1=O	-3.0%
Cc1cc(C)c2c(NC(=O)C3CC3)nn(C)c2n1	0.2%
CCCCN1C(=O)C(=O)N(CC(=O)NC2CCCc3ccccc32)C1=O (centres undefined)	-8.6%
COc1ccc(C[C@H]2CN3C(=NC[C@H]3Cc3ccccc3)N2CCNC(=O)c2ccc(C)c(Br)c2)cc1	-2.2%[57.5 µM]
COc1ccc(Cl)cc1NC(=S)NCc1cccs1	-7.0%
CC(=O)N1N=C(c2ccc(C)c([N+](=O)[O-])c2)OC1(C)C	-6.0%[57.5 µM]
O=C1CC(c2ccc(F)cc2)Sc2nc(C34CC5CC(CC(C5)C3)C4)nn21 (centres undefined)	-6.5%
O=C(CCNS(=O)(=O)c1ccc(Br)s1)NCc1ccccc1Cl	2.4%
COc1ccc(C2CC(=O)C(C=NCCN3CCN(C(=S)Nc4ccccc4)CC3)=C(O)C2)cc1OC (centres undefined)	0.3%
CC(C)Oc1ccc(/C(O)=C2/C(=O)C(=O)N(CCN(C)C)C2c2cccs2)cc1 (centres undefined)	3.6%
CCOc1cc(-c2nc(C)c(C(C)=O)n2O)ccc1OCC(=O)Nc1ccccc1	?
Cc1ccc(-n2c(SCC(=O)NCCN3C(=O)CSC3=O)nnc2-c2cccc(C)c2)cc1	4.1%
COc1ccc(C2=NN(S(C)(=O)=O)C(c3cccs3)C2)cc1OC (centres undefined)	1.0%
CSc1sc(C(=O)NCC2CC2)cc1S(=O)(=O)C(C)C	11.7%[57.5 µM]
COC(=O)N1CCC2(CC1)CN(C(=O)Nc1ccccc1)C2	3.0%
Cc1ccc(-c2nc3[nH]c(=O)cc(NC(=O)C(C)C)n3n2)cc1	4.4%[57.5 µM]
CCOC(=O)c1ccc(Oc2nc(OC)cc(OC)n2)cc1	-2.0%
COc1ccc(NC(=O)CCCC2=NS(=O)(=O)c3ccccc3N2)cc1	-7.5%
C#CC(CC)(CC)NC(=S)Nc1ccc(S(N)(=O)=O)cc1	6.5%
c1ccc2c(c1)OCCOCCOCCO2	-6.2%
COc1ccc(/C=C2/CCc3ccccc3C2=O)cc1CN1CCOCC1	-19.3%
CCOC(=O)c1ccc(NC(=O)NCc2ccc(OC)cc2)cc1	3.4%
CC(=O)Cn1c(=O)oc2ccccc21	9.8%[57.5 µM]
CCCN1C(=O)/C(=C2\SC(=S)N(c3c(C)n(C)n(-c4ccccc4)c3=O)C2=O)c2ccccc21	-7.3%[57.5 µM]
COc1ccc(CN=C2NC(=O)CC(C(=O)Nc3ccc([N+](=O)[O-])cc3C)S2)cc1 (centres undefined)	8.7%
COc1ccc(C2C(C(C)=O)=C(O)C(=O)N2Cc2cccnc2)cc1 (centres undefined)	11.9%
CC(=O)N1N=C(c2ccc(Cl)cc2)OC1(C)C	3.5%
CCCCC(=O)Nc1nnc(CCOC)s1	1.4%
O=C(c1ccc(Cl)cc1)n1c(NCc2ccccc2)n[nH]c1=S	-9.4%
CN(CC(=O)Nc1ccc(S(=O)(=O)N2CCCC2)cc1)Cc1ccc(Cl)cc1	7.1%
CC1Cc2nc(SCC(=O)NCc3ccco3)n(Cc3ccccc3)c(=O)c2S1 (centres undefined)	-3.2%
CCN(CC)c1ccc2c(C)c(Cl)c(=O)oc2c1	-6.8%
O=C(NCc1ccc2c(c1)OCO2)C1Cc2ccccc2CN1C(=O)c1ccco1 (centres undefined)	-4.0%
CCCCNc1c(N)n(CCC)c(=O)[nH]c1=O	-3.3%
CCCCSCc1ccc(C(=O)O)o1	10.4%
CS/C(Nc1cc(Cl)ccc1Cl)=C(/C#N)C(=O)c1ccco1	11.9%[57.5 µM]
CC(=O)NC(=O)COC(=O)c1ccc2ncsc2c1	-5.1%[57.5 µM]
O=C(Cc1ccccc1)NNC1CC(=O)N(c2ccc(Br)cc2)C1=O (centres undefined)	-4.1%
Cc1ccc(N2C(=O)C(Cl)=C(N3CCOCC3)C2=O)cc1Cl	-3.3%
O=C(Cn1cnc2ccccc2c1=O)c1ccccc1	-1.1%
FC(F)(F)c1cccc(OCc2nnc3n2CCC3)c1	-1.6%
CC1CN(C(=O)c2ccc(Oc3ccccc3)cc2)CC(C)O1 (centres undefined)	3.9%
Cc1cc(N)n(Cc2cccs2)n1	-4.7%
O=C(N/N=C/c1ccccc1)NC1CCCCC1	12.3%
COc1ccc(CN2CCN(S(=O)(=O)c3ccc(NC(C)=O)cc3)CC2)cc1	-6.4%[57.5 µM]

Continuation:
SMILES	ERK EGF block
CC(=O)OCCNc1cc(Sc2nc3ccccc3[nH]2)c2nonc2c1[N+](=O)[O-]	27.3%
O=C(O)Cn1cc(/C=C2\SC(=O)N(c3ccccc3)C2=O)c2ccccc21	-4.1%
CCC(=O)Nc1sc(C(=O)Nc2ccccc2)c(C)c1C(=O)OC	-1.5%
CCOc1ccc2c(c1)ncn2Cc1ccccc1	7.2%
Cc1cc(C)nc(NS(=O)(=O)c2ccc(N)cc2)n1	-9.9%[57.5 µM]
Cc1cnc(NC(=O)c2cc3c(C)nn(Cc4ccccc4Cl)c3s2)s1	-1.8%
CC(C)N(Cc1nc(-c2ccccc2)no1)C(=O)C(Cl)(Cl)Cl	-9.2%
CN(CCC#N)C(=O)COc1ccc(Br)cc1Cl	-12.4%
CCOc1ccc(Cl)cc1/C=N/NC(=O)CNC(=O)c1ccccc1	0.0%
COC(=O)CCC(=O)OC1(C)C(=O)C=C2C=C(c3ccc(C#N)cc3)OC=C2C1=O (centres undefined)	-9.7%&-6.6%
CCN(c1ccccc1)S(=O)(=O)c1ccc(Cl)c(NC(=O)CSc2nnc(C)s2)c1	?
O=C1NC(=S)N/C1=C\c1ccc(N2CCOCC2)cc1	6.9%
c1cncc(-c2ccnc3ncnn23)c1	-1.4%
Cc1nnc2nc(-c3ccccc3)nc(-c3ccccc3)n12	4.7%[57.5 µM]
CCN(CC)CCSc1nc2ccccc2c(=S)n1-c1ccccc1	-1.1%
COc1cc2c(cc1OC)C(COc1ccc3c(C)cc(=O)oc3c1)N(C(=O)c1ccco1)CC2 (centres undefined)	-0.1%
CCOCCCNC(=O)C(c1ccc(OC)cc1)N(Cc1cccs1)C(=O)c1ccccc1O (centres undefined)	-3.2%[57.5 µM]
COc1ccccc1CN1CCNC(=O)C1CC(=O)NCCOc1cccnc1 (centres undefined)	-6.3%
COCc1cc(=O)[nH]c(-c2ccccc2)n1	3.2%
COc1ccccc1-n1cnnc1SCC(=O)NC1CCS(=O)(=O)C1 (centres undefined)	-5.1%
c1ccc(-c2nc(N3CCCCC3)nc3ccccc23)cc1	14.9%
CCc1cccc(CC)c1NC(=S)NCc1ccc2c(c1)OCO2	2.0%
Cc1ccc(CC(CC(=O)O)C(=O)NCC23CC4CC(CC(C4)C2)C3)cc1 (centres undefined)	-0.6%
COc1ccc(Oc2cc(C(F)(F)F)nc(N(C)C)n2)cc1	2.7%
COc1ccccc1/C=C1\SC(=S)N(CCC(=O)NC2=NCCS2)C1=O	1.1%
COc1ccc(C(=O)NCC(C)C)c(OC)c1	-1.2%
O=[N+]([O-])c1cccc(/C=N/NC2=NS(=O)(=O)c3ccccc32)c1	2.4%
COc1cc(CC(=O)Nc2ccc(S(=O)(=O)NC3=NCCCCC3)cc2)cc(OC)c1OC	-1.9%
Cc1cc(C)n2nc(C(=O)Nc3ccc(S(=O)(=O)N4CCCC4)cc3)nc2n1	-1.7%[57.5 µM]
COc1cc(NC(=O)c2ccccc2C)c(OC)cc1NC(=O)CN1CCOCC1	1.0%
Cc1cccc(N2C(=O)CN(Cc3sccc3C)C2=S)c1	6.6%
CCC(CC)C(=O)Nc1ccc(S(=O)(=O)Nc2nccs2)cc1	-3.9%
O=C(CCN1CCOCC1)NNC(=S)NC(=O)c1ccccc1	1.0%
C=C1CCC2C(CC2(C)C)C(=O)CCC1O (centres undefined)	34.9%
COC(=O)/C=C1\S/C(=N/N=C/c2ccccc2)NC1=O	0.5%
CCN(Cc1ccncc1)C(=O)c1ccccc1NS(=O)(=O)c1ccc(Br)cc1	-1.3%[57.5 µM]
NC(=O)Nc1ccc(Cl)cc1	-3.3%[57.5 µM]
O=C(O)CCC(=O)OC[C@@H](NC(=O)C(Cl)Cl)C(O)c1ccc([N+](=O)[O-])cc1 (some centres undefined)	10.6%
COCCn1c(SCC(=O)Nc2ccccc2OC)nc2c(oc3ccccc32)c1=O	-11.6%
CCCCCc1cc(=O)[nH]c(=S)[nH]1	-14.0%[57.5 µM]
COc1cc(N2CCCC2)c(OC)cc1/C=C1/NC(=S)NC1=O	-7.1%
O=c1c2c(ncn2C2CCCC2)n(Cc2ccccc2)c(=O)n1CCOc1ccccc1	9.3%
O=C(CSc1nnc2ccccn12)N1CCc2ccccc21	3.0%
NC(=O)c1ccc[n+](Cc2cccc3ccccc23)c1	-7.3%
COc1ccc(OC)c(CC(NC(C)=O)C(=O)NC2CCN(c3nc(OC)nc(OC)n3)CC2)c1 (centres undefined)	1.4%
CCCCC(CC)C(=O)Nc1ccc(S(=O)(=O)Nc2nccs2)cc1 (centres undefined)	9.0%[57.5 µM]
CCn1c2ccccc2c2cc(NC(=O)CC(C)=O)ccc21	0.9%
COC(=O)c1cc(NC(=O)CSC2=NCCS2)cc(C(=O)OC)c1	-6.9%
CCOc1cc(C2C3=C(CCCC3=O)N(CCC(=O)O)C3=C2C(=O)CCC3)ccc1OS(=O)(=O)c1ccc(C)cc1	-12.6%
COc1ccc(N(CC(=O)Nc2ccc(S(=O)(=O)N3CCCC3)cc2)S(C)(=O)=O)cc1OC	2.7%

(list continues)
SMILES	ERK EGF block
O=C(Nc1cccc(-c2csc(Nc3cccc(C(F)(F)F)c3)n2)c1)c1cc([N+](=O)[O-])cc(C(F)(F)F)c1	1.2%[57.5 µM]
CCCCCCn1c(SCCOC)nc2c1c(=O)[nH]c(=O)n2C	-15.4%[57.5 µM]
Cc1ccc(CN2C(=O)CNC2=S)cc1	14.1%
COC(=O)COc1cccc(NC(=O)c2cc(OC)cc(OC)c2)c1	-8.7%
Nc1nc(N)c2cc(Sc3ccc4ccccc4c3)ccc2n1	?
COc1ccc(S(N)(=O)=O)cc1C(=O)NCCCN1CCN(c2ccccc2OC)CC1	1.9%
Clc1ccccc1CN1CCN(/N=C/C=C\c2ccco2)CC1	?
CCOC(=O)c1cnc2c(cnn2C)c1Cl	1.2%
N=C1/C(=C\c2ccc(SCc3ccccc3)o2)C(=O)N=C2SC(CC(=O)N3CCOCC3)=NN12	?
NS(=O)(=O)c1ccc(NC(=O)COC(=O)c2ccco2)cc1	10.8%
Cc1ccc(C(=O)N/C(=C/c2cccc([N+](=O)[O-])c2)C(=O)NCC2CCCO2)cc1 (centres undefined)	-6.8%
COC(=O)[C@@]1(Cc2ccc(OC)cc2)[C@H]2c3cc(C(=O)N(C)C)n(Cc4ccc(C)o4)c3C[C@H]2CN1C(=O)c1ccccc1	-1.8%
COc1ccc(CCNc2ncnc3cc(OC)c(OC)cc23)cc1OC	28.2µM*
Cc1cc(C)cc(OCC(=O)N/N=C/c2ccco2)c1	-7.5%
O=c1cc(O)c2c(=O)n(-c3ccccc3)c3c(c2o1)CCCCCC3	-7.9%
Cc1ccc(SCc2cn3cc(Cl)ccc3n2)cc1	-14.6%[57.5 µM]
COc1ccc(NC(=O)CSc2nnc(Cn3cnc4ccccc43)o2)cc1	-1.6%
O=C(O)CC1C(=O)NCCN1Cc1cccs1 (centres undefined)	-4.4%
CCOc1ccc(C(C)NC(=S)NC2CCCCC2)cc1OCC (centres undefined)	7.3%
COc1ccc(CC(=O)Nc2cccc(SC)c2)cc1	7.8%
O=c1c2ccc(Cl)cc2[nH]c(=S)n1CCCN1CCOCC1	4.8%
O=C(/C=C/Nc1ccc(S(=O)(=O)Nc2ncccn2)cc1)c1ccc(Cl)c(Cl)c1	-4.4%
O=C(NCc1ccncc1)c1cc(-c2ccc(Cl)cc2)oc1C(F)(F)F	-8.7%[57.5 µM]
COc1ccccc1/C=C/C1(C(=O)NC2CCCC2)CC(=O)N1c1ccccc1 (centres undefined)	-6.3%[57.5 µM]

Only part of the results is shown; rates above refer to the full screens.
